UTI89 phage lysis: protection from phage-mediated lysis, alamar blue read-out – E. coli UTI89, K1F phage, bacterial capsule biogenesis inhibitors (AID 488966) | E. coli UTI89 K1F phage lysis, alamar blue, 2 h; higher % means a stronger effect | inhibition, % at 100 µM, or IC50 in µM where a hit was titrated | hit rate 0.02% among 340,000;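 active means phage lysis inhibition, versus mean bacterial control, above a set limit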;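 further: capsule biogenesis inhibitors block K1F phage lysis so surviving cells raise fluorescence; higher fluorescence means more inhibition of phage lysis; actives were called in the ten point dose series up to 300 µM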
AID2073: disruptors of CaV2.2 binding to Mint1 – biochemical, HTRF (AID 2073) | inhibition, % at 20 µM, or IC50 in µM where a hit was titrated | HTRF protein-protein interaction, Mint1-CaV2.2; higher % means a stronger effect | hit rate 0.19% among 290,000; in the data active means inhibition mostly above about 51%, no sharp cut-off; further: some results filed as inactive read as strong as hits
NTR1 agonist: agonists of NTR1, primary screen, imaging, U2OS cells, beta-arrestin-GFP, high content (AID 493036) | P30989 | NTR1-U2OS beta-arrestin-GFP spot imaging, agonist mode | activation, % at 20 µM | hit rate 0.17% among 330,000;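 active means activation at or above 40% of the spot to cytoplasm intensity ratio, with at least 20 cells analyzed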;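 further: 0% = DMSO without peptide and 100% = 100 nM NTR1 peptide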
Target sequence (P30989 whole entry, looked up): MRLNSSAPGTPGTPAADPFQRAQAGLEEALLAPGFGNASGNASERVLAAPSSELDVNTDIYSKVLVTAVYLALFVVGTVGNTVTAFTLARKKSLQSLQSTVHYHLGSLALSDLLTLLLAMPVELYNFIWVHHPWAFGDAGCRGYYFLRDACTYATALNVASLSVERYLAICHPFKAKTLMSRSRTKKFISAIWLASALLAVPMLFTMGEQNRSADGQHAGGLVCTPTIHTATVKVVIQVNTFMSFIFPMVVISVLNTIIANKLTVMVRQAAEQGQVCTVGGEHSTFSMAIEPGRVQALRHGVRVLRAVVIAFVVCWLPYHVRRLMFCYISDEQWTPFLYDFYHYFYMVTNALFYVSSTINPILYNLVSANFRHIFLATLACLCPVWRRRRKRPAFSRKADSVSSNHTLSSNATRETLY
NS5 inhibitors: Dengue-2 NS5 methyltransferase inhibitors, primary screen, biochemical, confirmation dose response (AID 588689); Dengue-2 NS5 methyltransferase capping enzyme assay, biochemical; higher % means a stronger effect; inhibition, % at 25 µM, or IC50 in µM where a hit was titrated; hit rate 0.3% among 340,000; in the data active means a potency from the dose series
WT yeast gro inh: growth inhibition of WT yeast, mitochondrial fusion screen; mitochondrial fusion phenotypic screen, WT strain; inhibition, % at 10 µM; hit rate 2.1% among 190,000; in the data active means inhibition above about 58%; tested in S. cerevisiae
Autophagy mod: modulators of autophagy; hit rate 0.98% among 190,000; calls only at 10 µM (by protocol); AID 463193; MEF GFP-LC3 puncta imaging; test concentration mostly 10 µM;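 active means percentage of spot-positive cells more than 3 SD above its plate mean, without a fluorescence outlier flag or 80% toxicity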;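 further: spot-positive cell cutoff set from DMSO-treated cells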
LYP inhibition: inhibitors of LYP phosphatase, biochemical, fluorescence intensity, uHTS (AID 1779); recombinant LYP phosphatase, fluorescence intensity; higher % means a stronger effect; one-dose inhibition, % at 11.5 µM; IC50 in µM for titrated hits; hit rate 0.054% among 290,000; in the data active means inhibition above about 50%;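 further: plate controls were vehicle with enzyme for no effect and no enzyme for full effect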
GPR35 antagonists: GPR35 antagonists blocking zaprinast-driven arrestin recruitment, primary screen, imaging, U2OS, beta-arrestin-GFP, zaprinast agonist (AID 2058); U2OS GPR35 beta-arrestin-GFP translocation imaging, zaprinast antagonism; higher % means a stronger effect; hit rate 0.052% among 290,000; inhibition, % at 10 µM; hits with a dose series show IC50 in µM;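 active means inhibition of at least 50% with at least 30 cells and total cytoplasm GFP at most 10,000,000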
RSV antiviral HEp-2: RSV antiviral activity via CPE protection, HEp-2 cells, primary 10 µM value included (AID 2391). CPE inhibition, % at 10 µM, or IC50 in µM where a hit was titrated. HEp-2 cells, RSV-induced CPE inhibition; higher % means a stronger effect. hit rate 0.13% among 310,000; in the data active means a potency from the dose series; further: strong numbers were not always called active
WT yeast gro inh mutant strain: recorded beside WT yeast gro inh, whose call it bears; inhibition, %; mitochondrial fusion phenotypic screen, mutant strain inhibition
Autophagy mod cell loss 18 h: further read-out of Autophagy mod, marked with its call; toxicity, %; measured here: cell loss, nuclei count;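 cell loss after 18 h compound exposure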
NTR1 agonist cell count 20 µM: further read-out of NTR1 agonist, marked with its call; cell count; measured here: cell count, cytotoxicity flag
NS5 inhibitors pilot replicate: further read-out of NS5 inhibitors, marked with its call; inhibition, %; measured here: pilot screen replicate inhibition
* marks the source's active call; other numbers are inactive results; i = inactive; . = not tested or not shown; [ ] = another dose, or the depositor's remark.

SMILES	UTI89 phage lysis	AID2073	NTR1 agonist	NTR1 agonist cell count 20 µM	NS5 inhibitors	WT yeast gro inh	WT yeast gro inh mutant strain	Autophagy mod	Autophagy mod cell loss 18 h	LYP inhibition	GPR35 antagonists	RSV antiviral HEp-2	others
O=C1c2ccccc2-c2c1cccc2C(=O)N1CCCCC1	0.1%	4%	-0.3	41	-3%	-9	0	i	9	-9%	1%	0.6%
Cc1ccccc1NC(=S)NCCc1ccc(S(N)(=O)=O)cc1	0.5%	5%	0.4	51	-4%	-16	-18	i	-8	-9%	9%	1.9%
O=C(NC1CCCC1)c1cc(COc2ccc3ncccc3c2)on1	0.1%	16%	0.8	82	4%	.	.	.	.	-9%	5%	-0.8%
COCc1cc(CNC(=O)C2CCC(=O)N(Cc3cccc(OC)c3)C2)[nH]n1 (centres undefined)	0.2%	21%	1.3	49	-3%	.	.	.	.	-9%	-18%	.
CC(=O)NC(Cc1ccccc1)C(=O)N1CCN(C(=O)c2ccco2)CC1 (centres undefined)	1.2%	-6%	-0.9	59	2%	0	3	i	-2	1%	-12%	0.4%
Cc1ccc(Nc2nc(N)nc(CN3CCN(C)CC3)n2)cc1	0.3%	8%	-1.9	90	-8%	-9	-3	i	7	-4%	-1%	1.0%
O=C(O)c1ccc(Cl)c(S(=O)(=O)N2CCC(Cc3ccccc3)CC2)c1	-0.5%	13%	-0.9	39	4%	.	.	.	.	0%	8%	8.6%
CCOC(=O)C(=O)NCC(c1ccco1)S(=O)(=O)c1cccs1 (centres undefined)	0.3%[50 µM]	.	0.4	61	-4%	.	.	.	.	.	.	1.3%
CCN(CC)S(=O)(=O)c1ccc(NS(=O)(=O)c2cccs2)cc1	-0.1%	13%	0.0	48	4%	-5	-1	i	-3	-5%	7%	3.1%
Cc1cc(N)ccc1S(C)(=O)=O	1.7%	9%	1.5	57	-5%	-10	1	i	9	-7%	8%	-1.0%
O=C(CSc1n[nH]c(=O)n1C1CC1)Nc1cc(Cl)ccc1Oc1ccccc1	0.5%	3%	3.7	99	-5%	3	20	i	7	-9%	0%	4.6%
Fc1ccccc1Nc1n[nH]c(=S)s1	-1.9%	-27%	0.5	53	-1%	-1	8	i	-4	2%	-2%	-0.8%
O=C(NC1CC1)c1cc(=O)c2ccccc2o1	2.0%	-5%	-1.8	54	-8%	-3	-6	i	-1	-6%	5%	1.3%
O=C(Nc1ccc(F)cc1Cl)C1CCN(C(=O)Nc2ccccc2)CC1	1.9%[50 µM]	-1%	0.5	55	-5%	.	.	.	.	-10%	-6%	5.1%
Cc1ccc(Nc2cc(C(=O)NCCCN3CCOCC3)c3ccccc3n2)cc1C	0.1%	8%	0.3	50	0%	.	.	.	.	-1%	11%	1.6%
CCn1cc(Cl)c(C(=O)NNC(=O)CCn2cc([N+](=O)[O-])cn2)n1	1.5%	7%	4.7	43	1%	-11	-18	i	-10	-7%	-17%	1.0%
O=C(CSc1ncccn1)N1CCC(Cc2ccccc2)CC1	0.3%	2%	0.6	55	-4%	4	9	i	21	4%	-5%	7.8%
Cc1cccc(NC(=S)NCCc2ccc(Cl)cc2)c1C	0.1%	-2%	-0.3	62	-8%	.	.	.	.	-5%	6%	-0.7%	NS5 inhibitors pilot replicate=-6.1
C=CCn1c(Sc2nncn2C)nc2c1c(=O)[nH]c(=O)n2C	0.6%	0%	-0.1	94	-5%	14	-5	i	-7	-3%	-3%	2.3%
O=C(CSc1nc2ccc([N+](=O)[O-])cc2[nH]1)c1ccc(Cl)cc1	1.2%[50 µM]	-2%	13	53	-3%	1	-10	i	0	-4%	3%	1.4%

In the list so far, these contain two or more sulfur atoms:
SMILES	UTI89 phage lysis	AID2073	NTR1 agonist	NTR1 agonist cell count 20 µM	NS5 inhibitors	WT yeast gro inh	WT yeast gro inh mutant strain	Autophagy mod	Autophagy mod cell loss 18 h	LYP inhibition	GPR35 antagonists	RSV antiviral HEp-2	others
Cc1ccccc1NC(=S)NCCc1ccc(S(N)(=O)=O)cc1	0.5%	5%	0.4	51	-4%	-16	-18	i	-8	-9%	9%	1.9%
CCOC(=O)C(=O)NCC(c1ccco1)S(=O)(=O)c1cccs1 (centres undefined)	0.3%[50 µM]	.	0.4	61	-4%	.	.	.	.	.	.	1.3%
CCN(CC)S(=O)(=O)c1ccc(NS(=O)(=O)c2cccs2)cc1	-0.1%	13%	0.0	48	4%	-5	-1	i	-3	-5%	7%	3.1%
Fc1ccccc1Nc1n[nH]c(=S)s1	-1.9%	-27%	0.5	53	-1%	-1	8	i	-4	2%	-2%	-0.8%

Sorted by molecular weight (ascending): part of the list above.
SMILES	UTI89 phage lysis	AID2073	NTR1 agonist	NTR1 agonist cell count 20 µM	NS5 inhibitors	WT yeast gro inh	WT yeast gro inh mutant strain	Autophagy mod	Autophagy mod cell loss 18 h	LYP inhibition	GPR35 antagonists	RSV antiviral HEp-2	others
O=C(Nc1ccc(F)cc1Cl)C1CCN(C(=O)Nc2ccccc2)CC1	1.9%[50 µM]	-1%	0.5	55	-5%	.	.	.	.	-10%	-6%	5.1%
COCc1cc(CNC(=O)C2CCC(=O)N(Cc3cccc(OC)c3)C2)[nH]n1 (centres undefined)	0.2%	21%	1.3	49	-3%	.	.	.	.	-9%	-18%	.
O=C(CSc1n[nH]c(=O)n1C1CC1)Nc1cc(Cl)ccc1Oc1ccccc1	0.5%	3%	3.7	99	-5%	3	20	i	7	-9%	0%	4.6%

Bioassay records: PubChem, several laboratories
